# Compound activity deposited in PubChem by Fisher Drug Discovery Resource Center.
# mcGAS MS inh – inhibitors of Mus musculus cyclic GMP-AMP synthase, initial high-throughput assay, cell-free, RapidFire MS | Q8C6L5 | recombinant mouse cGAS, cGAMP by RapidFire MS | inhibition, % at 12.5 µM | 0.18% of 130,000 active | AID 1259397, 2018;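 active = inhibition of cGAS enzyme activity at or above 60%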;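 also: enzyme stimulated by 45 bp dsDNA with ATP and GTP substrates; cGAMP share of summed cGAMP plus half ATP and half GTP signals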
# Target sequence (Q8C6L5 whole entry, looked up): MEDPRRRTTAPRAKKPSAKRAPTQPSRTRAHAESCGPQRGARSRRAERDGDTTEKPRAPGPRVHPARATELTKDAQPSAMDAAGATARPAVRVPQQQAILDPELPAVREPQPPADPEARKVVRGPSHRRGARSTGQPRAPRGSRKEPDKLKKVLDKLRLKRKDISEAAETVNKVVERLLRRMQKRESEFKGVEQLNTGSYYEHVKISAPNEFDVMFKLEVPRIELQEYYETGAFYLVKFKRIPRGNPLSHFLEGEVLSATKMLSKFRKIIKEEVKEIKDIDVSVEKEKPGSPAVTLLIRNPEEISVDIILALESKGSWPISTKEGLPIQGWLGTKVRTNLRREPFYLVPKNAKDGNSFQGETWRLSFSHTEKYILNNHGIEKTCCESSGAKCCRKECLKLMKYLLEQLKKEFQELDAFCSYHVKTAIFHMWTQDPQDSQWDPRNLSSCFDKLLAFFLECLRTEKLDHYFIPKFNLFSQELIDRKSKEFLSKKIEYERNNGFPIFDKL
# * = called active by the depositor. An excerpt; the hit share may differ from the screen's.
# Start of the data: the first 21 entries, ahead of the listing:
SMILES,mcGAS MS inh
CC1=CC(=C(C#N)C#N)C=C(C)N1c1ccc(OCc2ccccc2)cc1,11
CCCC1COC(Cn2cncn2)(c2ccc(C)cc2)O1 (centres undefined),-8
O=C1NC(=S)NC1=Cc1ccc(Br)cc1,7
Brc1ccc2c(c1)CN(Cc1ccc3c(c1)OCO3)CO2,10
Cc1cc(=O)c2c([nH]1)c(C)cc1c(C)c(C)n(C)c12,-13
CCONC(=O)c1[nH]nc(-c2ccccc2)c1Br,2
CCc1nn2c(nnc3c(=O)n(N(C)C)ccc32)c1-c1ccc(Cl)cc1,-16
CCn1cc(S(=O)(=O)N2CCC3(CC2)C(=O)NCCCN3C)cn1,-34
Cc1cc(C(=O)N2C[C@H]3C[C@H](C2)[C@@H]2CCCC(=O)N2C3)n(CCN(C)C)n1,-2
Clc1cc(CSc2ncnc3ccccc23)cc2c1OCCO2,-24
Cc1nc(-c2ccc(-c3cccs3)s2)n(CC(=O)N2CCCC(CO)C2)c1C (centres undefined),-8
CCCCn1nc(NS(=O)(=O)c2ccccc2)c2cc3cc(C)ccc3nc21,0
Cc1c(-c2cccc(Cl)c2)nc2ccccc2c1C(=O)OCC(N)=O,19
Cc1nn(-c2ccc(F)cc2)c(C)c1Cn1ccnc1-c1ccc(CO)o1,10
c1cnc(Oc2cccc(CNC3CC3)c2)nc1,-31
CCOC(=O)Cn1c(=O)c2c(nc(N3CCOCC3)n2Cc2ccccc2)n(C)c1=O,-6
CCC1=NOC(CNc2nccc(CCC(F)(F)F)n2)C1 (centres undefined),-16
CC1(C(=O)NCc2ccc3c(c2)OCO3)CCN1CCOc1ccccc1 (centres undefined),-5
Cc1nn(C)c(Cl)c1C(=O)NCc1cccc(CN(C)C(C)C)c1,-7
COc1ccccc1-n1cc(C(=O)N2CCCC3(CNC(=O)O3)C2)cn1 (centres undefined),-12
O=C(CCc1ccccc1)Nc1cccc(N2C(=O)CNC2=O)c1,-2

# The whole of this part, repeating the preview:
SMILES,mcGAS MS inh
CC1=CC(=C(C#N)C#N)C=C(C)N1c1ccc(OCc2ccccc2)cc1,11
CCCC1COC(Cn2cncn2)(c2ccc(C)cc2)O1 (centres undefined),-8
O=C1NC(=S)NC1=Cc1ccc(Br)cc1,7
Brc1ccc2c(c1)CN(Cc1ccc3c(c1)OCO3)CO2,10
Cc1cc(=O)c2c([nH]1)c(C)cc1c(C)c(C)n(C)c12,-13
CCONC(=O)c1[nH]nc(-c2ccccc2)c1Br,2
CCc1nn2c(nnc3c(=O)n(N(C)C)ccc32)c1-c1ccc(Cl)cc1,-16
CCn1cc(S(=O)(=O)N2CCC3(CC2)C(=O)NCCCN3C)cn1,-34
Cc1cc(C(=O)N2C[C@H]3C[C@H](C2)[C@@H]2CCCC(=O)N2C3)n(CCN(C)C)n1,-2
Clc1cc(CSc2ncnc3ccccc23)cc2c1OCCO2,-24
Cc1nc(-c2ccc(-c3cccs3)s2)n(CC(=O)N2CCCC(CO)C2)c1C (centres undefined),-8
CCCCn1nc(NS(=O)(=O)c2ccccc2)c2cc3cc(C)ccc3nc21,0
Cc1c(-c2cccc(Cl)c2)nc2ccccc2c1C(=O)OCC(N)=O,19
Cc1nn(-c2ccc(F)cc2)c(C)c1Cn1ccnc1-c1ccc(CO)o1,10
c1cnc(Oc2cccc(CNC3CC3)c2)nc1,-31
CCOC(=O)Cn1c(=O)c2c(nc(N3CCOCC3)n2Cc2ccccc2)n(C)c1=O,-6
CCC1=NOC(CNc2nccc(CCC(F)(F)F)n2)C1 (centres undefined),-16
CC1(C(=O)NCc2ccc3c(c2)OCO3)CCN1CCOc1ccccc1 (centres undefined),-5
Cc1nn(C)c(Cl)c1C(=O)NCc1cccc(CN(C)C(C)C)c1,-7
COc1ccccc1-n1cc(C(=O)N2CCCC3(CNC(=O)O3)C2)cn1 (centres undefined),-12
O=C(CCc1ccccc1)Nc1cccc(N2C(=O)CNC2=O)c1,-2
Cc1ccccc1C(=O)c1ccc(Nc2ccc(Br)cc2N)cc1Cl,-13
CCOP(=O)(CNC(=O)CCC(=O)c1ccc(CCCC2CC2)cc1)OCC,-2
NC(=O)c1ccncc1NC(=O)c1ccc(Cl)cn1,5
Nc1[nH]n(-c2ccccc2)c(=O)c1N=Nc1ccc2ncsc2c1,-8
Cc1[nH]n(-c2nc3ccccc3s2)c(=O)c1C=NC(C)c1ccccc1 (centres undefined),-7
Cc1cc(=O)n(CC(=O)NCCc2ccccc2)cn1,-4
O=C(Nc1cc(Br)c[nH]c1=O)c1ccc(COc2ccccc2)cc1,-23
O=C(c1sccc1Cl)N1CCc2c(nc(-c3ccccc3)[nH]c2=O)C1,-16
CN(C)c1nc(C(N)=O)nc(N2CCOCC2)n1,8
Cc1ccc2[nH]c(C(=O)O)c(CN(C)CC3COc4ccccc4O3)c2c1 (centres undefined),-31
NC(=O)CN(C(=O)/C=C/c1ccco1)c1ccccc1,2
Cc1ccc(S(=O)(=O)N(CCC#N)C2CC2)c(F)c1,-6
CCCCOc1ccc(C2=N/C(=C\C(C)=C\c3ccccc3)C(=O)O2)cc1,-2
COC(=O)C[n+]1ccn2c(C)ccc2c1C,1
CCc1c(C)sc(NC(=O)c2cnn3c(C(F)(F)F)cc(-c4ccccc4)nc23)c1C(N)=O,0
O=C(Cc1csc(-c2cccs2)n1)NCCCc1ccccc1,-8
CCOC(=O)C1(C)CCCN1C(=O)c1ccc(-c2ccccc2)cc1 (centres undefined),-2
CC(C)CCc1nc(N2CCNCC2)c2cnn(-c3cccc(Cl)c3)c2n1,-6
CSc1nnc(C(O)c2ccccc2)n1-c1ccccc1 (centres undefined),-2
CC1(C(=O)NCC(=O)OCC2CC2)CCCN1C(=O)c1ccccc1 (centres undefined),-3
Cn1c2c(c3cc(Br)ccc31)CCCC2=O,-10
COCCCNC(=O)CN(c1cccc([N+](=O)[O-])c1)S(=O)(=O)c1ccccc1,5
O=C(Nc1cccc(F)c1)Nc1ccnn1C1CCN(C(=O)c2ccc3c(c2)OCO3)CC1,-3
O=C(O)c1cc2cc(Cl)sc2s1,32
CCn1nnc2c(=O)n(CC(=O)N3CCCCC3)cnc21,0
CCN1CCN(C(c2cccc(F)c2)c2c(O)cc(C)n(Cc3ccc(OC)cc3)c2=O)CC1 (centres undefined),-5
O=C(Nc1cccc(-n2cccn2)c1)C1CCCN1C(=O)c1ccsc1 (centres undefined),-4
CCc1ccc2oc(Br)c(CC(N)=O)c2c1,5
CCOC(=O)c1ccc(Nc2ccc(F)c(N3CCCC3=O)c2)nc1,-11

# Additional entries follow.
SMILES,mcGAS MS inh
O=c1c(Cl)c(NC2CCC(O)CC2)cnn1-c1ccc(Cl)cc1Cl (centres undefined),1
O=C1CCC(C(=O)N2CCC(Cn3ccnc3)CC2)CN1CCc1ccccn1 (centres undefined),-4
CN(CC1CCCC1)C(=O)Nc1ccccc1OCC(=O)N1CCOCC1,-3
CN1CCC(CN(CCc2ccccc2)C(=O)CCC(F)(F)F)CC1,2
Cc1ncsc1CCC(=O)N1CCC(C(=O)Nc2cccc(-c3ccco3)c2)CC1,-5
NC(=O)c1csc(-c2cccc(C(=O)O)c2)n1,-10
Clc1ccc2c(Nc3ccc4c(c3)OCO4)ccnc2c1,-2
O=C(Nc1ccc2c3c(cccc13)CC2)C1=COCCO1,-5
CC(=O)N1CCC(N(C)Cc2cc(-c3cccnc3)no2)CC1,-8
CCCC1CCC(C2=N/C(=C\c3ccco3)C(=O)O2)CC1 (centres undefined),-1
CN(C1CCc2ccccc21)S(=O)(=O)c1cccc(C#N)c1 (centres undefined),-20
CC1ON=C(c2ccc(F)cc2)N(Cc2ccc(S(C)(=O)=O)cc2)C1=O (centres undefined),25
C=CCNCC(=O)N1CCc2sccc2C1c1ccccc1 (centres undefined),-4
NS(=O)(=O)c1ccc2c(c1)oc(=O)n2CC(=O)NC1CCCCCCC1,-6
Cc1ccc2nc(C)c(NC(=O)CC(c3ccccc3)c3ccccc3)c(=O)n2c1,-6
Cc1cccc(OCCn2nc(C)c(C#N)c2N)c1,-9
O=c1cc(CNC(c2ccc3c(c2)CCC3)c2cccs2)nc2sccn12 (centres undefined),-2
Cc1cc(Oc2ccc(Br)cc2)nc(C(C)C)n1,9
COc1ccc(CCN2CC(C(=O)N(C)CCN3CCOCC3)CCC2=O)cc1 (centres undefined),-6
Cc1cc(=O)[nH]c(N(Cc2ccccc2)C(=O)Nc2ccccc2)n1,-9
CCOC(=O)C1=C(C)N(C)C(=O)NC1c1ccc(-c2cccs2)cc1F (centres undefined),2
CC(Cn1ccnc1)NCC1(c2cccc(F)c2)CCOCC1 (centres undefined),-5
O=C(c1cc(Cn2ccc3ccccc32)[nH]n1)N1CC=CC1,-15
CCOc1ccsc1C(=O)N1CCC2(CCNC2=O)CC1,-7
O=C(NCc1cn2cc(Cl)ccc2n1)C1CC2CCCC(C1)C2=O (centres undefined),1
c1csc(-c2noc(CSc3nnnn3C3CC3)n2)c1,-5
Cc1ncc([N+](=O)[O-])n1-c1nc(N2CCOCC2)ncc1F,-11
COc1ccc(-n2c(-c3ccccc3C)n[nH]c2=S)cc1,-2
Cc1nc(Cl)c([N+](=O)[O-])c(N2CCCC2)n1,-15
O=C(CCc1nnc(-c2cccc(F)c2)[nH]c1=O)NCCc1ccccc1,-2
Cc1nc(C(=O)NCC2(c3ccc(F)cc3)CCOC2)cs1 (centres undefined),-23
CC1CCN(c2nn3c(=O)ccnc3s2)C2CCCCC12 (centres undefined),17
COC(=O)c1ccc(NCC(Nc2ccccc2)C(C)C)nn1 (centres undefined),-10
O=C1NC(=O)C(Nc2ccc(Br)cc2)S1 (centres undefined),-24
C=CCN(Cc1ccc(Cl)s1)C(=O)CC(O)(c1ccccc1)C1CC1 (centres undefined),-1
CC(C)(C)c1cc(C(C)(C)C)c(OCCBr)cc1OCCO,-3
O=C(c1ccccc1)C1C2CC3OC(=O)C1C3C2 (centres undefined),5
COC(=O)C1=C(C)N(C)C(=O)NC1c1ccccc1Br (centres undefined),-7
CN(C)[C@@H]1C[C@@H](CO)N(C(=O)c2cc(-c3cccnc3)nc3ccccc23)C1,-18
CC(C)OCCC(=O)NCC(C)Oc1ccccc1 (centres undefined),-1

# A draw from above in order of length of the SMILES, ascending.
SMILES,mcGAS MS inh
O=C1NC(=O)C(Nc2ccc(Br)cc2)S1 (centres undefined),-24
O=C(c1ccccc1)C1C2CC3OC(=O)C1C3C2 (centres undefined),5
C=CCN(Cc1ccc(Cl)s1)C(=O)CC(O)(c1ccccc1)C1CC1 (centres undefined),-1

# Continued:
SMILES,mcGAS MS inh
Nc1cc(SC(F)(F)C(F)(F)C(F)(F)F)cc2c1OCC(=O)N2,-5
Cc1cccnc1N1CCN(Cc2cnc(CC3CCCC3)[nH]2)CC1,-8
Cn1cc(C(=O)NCc2ccc(Cl)cc2)c2[nH]c(=O)n(-c3ccc(F)cc3)c(=O)c21,-31
O=C(NCc1cn2c(n1)SCC2)c1cn(Cc2c(F)cccc2F)nn1,-5
CCOc1ccccc1CN1CCNC(=O)C1CC(=O)N1CCc2sccc2C1 (centres undefined),-9
O=C(OCc1nnnn1-c1ccccc1)C1CC2CCCC(C1)C2=O (centres undefined),-14
CCC(CO)NCc1ccc(-c2ccccc2)cc1 (centres undefined),2
O=C(OCc1cc2c(cc1Br)OCO2)C1CC2CCCC(C1)C2=O (centres undefined),-57
CC(C)CNc1ccc2c(n1)C(=O)N([C@H](C)C(=O)NCC1CCCCC1)C2,6
O=c1[nH]c(-c2ccc3c(c2)OCCO3)nc2sc(-c3ccccc3)cc12,-10
CCOC1(c2ccc(OC)cc2)N=C2ON=CN=C2N1OCC(=O)c1ccc(OC)cc1 (centres undefined),-4
CC/C=C(/C)C(=O)Nc1ccccc1OCCN1CCN(C)CC1,0
COc1cccc(Nc2nn(-c3ccc(F)cc3)c(=S)s2)c1,-3
CSCCC1NC(=O)c2ccccc2N(CC(=O)N(C)CCc2ccccc2)C1=O (centres undefined),-4
COCCCNCc1csc(COc2ccc(C)c(C)c2)n1,-6
CC(=O)Nc1ccc(C=C2N=C(c3ccc(F)cc3)OC2=O)cc1,1
Cc1ccc(C(=O)Nc2cc(Cl)ccc2N2CCN(C)CC2)cn1,-8
Nc1cnn(-c2ccc(C(F)(F)F)cc2)c1,2
CC(C)CCn1c(N2CCN(Cc3ccc(Br)cc3)CC2)nc2c1c(=O)[nH]c(=O)n2C,-6
CCSCCOC(=O)C1=C(C)N(C)C(=O)NC1c1ccc(Cl)c(Cl)c1 (centres undefined),-2
CC(C)=C1C2CCC1C(C(=O)Nc1ccon1)C2C(=O)O (centres undefined),-2
COC(=O)C(OC)(OC)C(c1ccccc1)C(C#N)C(=O)O (centres undefined),-5
Cc1ccc(C)c(NC(=O)CN(C)C(=O)C(C)NC(=O)OCc2ccccc2)c1 (centres undefined),-9
Cn1cnc2c1c(=O)n(CCCSc1n[nH]c(-c3cccs3)n1)c(=O)n2C,-10
CCc1ccc(C2C(C#N)C(=N)SC(=N)C2C#N)cc1 (centres undefined),6
CCOC(=O)N1CCN(c2ncc3c(n2)CC(c2ccccc2F)CC3=O)CC1 (centres undefined),0
C=C(C)Cn1c(SCC(=O)N/N=C\c2ccccn2)nnc1-c1ccc(Br)cc1,-6
Cc1ccccc1C(=O)NCCn1cc(SCC(N)=O)c2ccccc21,-11
O=C1CCSc2ccc(C(=O)N3CCCC3c3ccsc3)cc2N1 (centres undefined),-2
CN1C(=O)N(CC(=O)Nc2sccc2C(N)=O)C(=O)C12CCCCC2,-19
O=[N+]([O-])c1cccc(C=NNC2=Nc3cccc4cccc2c34)c1,-12
COc1ccc(C)cc1C(O)CN1CCOC(c2ccc(F)cc2)C1 (centres undefined),1
CCN(CC)S(=O)(=O)c1c(C)nn(S(=O)(=O)c2ccc(Cl)c(Cl)c2)c1C,-3
O=C(NCCC1CCCN(Cc2ccco2)C1)c1cccc(O)c1 (centres undefined),-12
O=C(NCCN1CCn2cc(OCc3ccccc3)c(=O)cc2C1=O)C1CC1,-6
COc1ccc(CCNC(=O)C(=O)NCC2OCCCN2S(=O)(=O)c2cc(F)ccc2F)cc1 (centres undefined),-4
COCc1cccc(NC2(c3ccccc3)C(=O)c3ccccc3C2=O)c1,0
CCCn1cc(CN2CCC(C(=O)Nc3cccc(-c4cscn4)c3)CC2)c(C)n1,-6
